Compound activity: PubChem BioAssay, several laboratories
ZTA DNA inh = ZTA (EBV) inhibition in EBNA-1 counter-screen | P03206 | ZTA-DNA binding, fluorescence polarization | inhibition, % at 11 µM | actives 0.15% (n = 320,000); in the data active means inhibition above about 33%
Target sequence (P03206 whole entry, looked up): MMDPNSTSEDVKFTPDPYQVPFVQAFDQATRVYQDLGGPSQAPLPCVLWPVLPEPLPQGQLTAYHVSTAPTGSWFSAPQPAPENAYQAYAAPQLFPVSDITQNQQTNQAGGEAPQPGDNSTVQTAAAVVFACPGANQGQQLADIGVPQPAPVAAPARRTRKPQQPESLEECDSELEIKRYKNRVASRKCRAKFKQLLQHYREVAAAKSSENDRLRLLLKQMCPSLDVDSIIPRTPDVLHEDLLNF
EBNA-1 inh = blocks EBNA-1 binding to DNA | EBNA-1 DNA binding, fluorescence polarization | inhibition, % at 14.8 µM | AID 1950 | actives 0.34% (n = 300,000); in the data active means inhibition above about 28%
GASC-1 inh = inhibitors of human GASC-1 (JMJD2C) demethylase; Q9H3R0; GST-JMJD2C(1-420) H3K9me3 demethylation, DELFIA europium; actives 0.069% (n = 330,000); inhibition, % at 2.35 µM;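 active means more than half of a compound's replicate wells show inhibition beyond 50%, single wells judged on their own value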;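 further: signal counts dimethyl H3K9 product captured on neutravidin plate; 0% = median of DMSO wells and 100% = 0.3 times that DMSO median; strong numbers were not always called active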
PP1 counter = PP1-alpha (human) inhibition in PP5 counter-screen; P62136; purified PP1alpha, OMFP fluorescence; actives 0.9% (n = 320,000); AID 2235; inhibition, % at 6.7 µM;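 active means inhibition above the mean inhibition of all tested compounds plus 3 SD, computed separately for each screening campaign, cut at about 15% in these data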
Target sequence (P62136 whole entry, looked up): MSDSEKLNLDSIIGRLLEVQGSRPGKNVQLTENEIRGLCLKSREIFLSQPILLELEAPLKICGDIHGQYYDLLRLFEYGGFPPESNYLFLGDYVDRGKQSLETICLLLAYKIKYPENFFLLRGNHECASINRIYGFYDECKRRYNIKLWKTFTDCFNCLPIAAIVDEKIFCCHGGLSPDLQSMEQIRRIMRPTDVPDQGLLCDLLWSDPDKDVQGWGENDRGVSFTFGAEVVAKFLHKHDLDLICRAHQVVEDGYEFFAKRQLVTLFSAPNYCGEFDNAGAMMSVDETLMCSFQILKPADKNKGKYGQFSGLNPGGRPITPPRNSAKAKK
PP5 primary = PP5 (human) phosphatase inhibition | purified PP5c, OMFP substrate fluorescence | inhibition, % at 6.7 µM | actives 0.18% (n = 320,000) | P53041;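 active means inhibition above the campaign's mean inhibition across all tested compounds plus 3 SD, cut at about 9.5% in these data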;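 further: 0% = DMSO only and 100% = 100 µM cantharidin control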
Target sequence (P53041 whole entry, looked up): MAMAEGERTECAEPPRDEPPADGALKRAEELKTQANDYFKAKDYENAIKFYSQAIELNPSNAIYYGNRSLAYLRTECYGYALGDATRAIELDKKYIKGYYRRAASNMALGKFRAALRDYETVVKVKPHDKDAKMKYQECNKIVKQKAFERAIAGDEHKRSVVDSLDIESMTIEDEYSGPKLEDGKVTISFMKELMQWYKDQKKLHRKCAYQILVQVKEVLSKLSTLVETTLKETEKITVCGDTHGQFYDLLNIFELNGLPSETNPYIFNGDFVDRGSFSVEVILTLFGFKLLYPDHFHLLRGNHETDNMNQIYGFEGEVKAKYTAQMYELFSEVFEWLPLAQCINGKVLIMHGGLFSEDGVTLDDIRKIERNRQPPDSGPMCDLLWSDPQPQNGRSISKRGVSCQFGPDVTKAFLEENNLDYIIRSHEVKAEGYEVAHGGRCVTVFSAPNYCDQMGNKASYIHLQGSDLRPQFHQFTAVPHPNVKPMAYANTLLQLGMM
TPT1 inh = C. albicans TPT1 enzyme inhibition | recombinant caTPT1, FP RNA substrate dephosphorylation | inhibition, % at 5 µM | actives 0.81% (n = 300,000) | AID 1962;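 active means inhibition above the mean of all tested compounds plus 3 SD, set per screening campaign, cut at about 24% in these data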;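 further: plate controls were DMSO alone for no effect and ferristatin control at 100 nM for full effect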
CTSL1 counter = counter-screen for PFM18AAP inhibitors: inhibitors of F. hepatica cathepsin L1; recombinant F. hepatica cathepsin L1, Z-Leu-Arg-MCA fluorescence; inhibition, % at 5.96 µM; actives 0.49% (n = 300,000);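 active means inhibition above the mean of all tested compounds plus 3 SD, set per screening campaign, cut at about 17% in these data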;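 further: 0% = plate median of test compound wells and 100% = 1 µM Z-Phe-Ala-diazomethylketone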
HCV core dimer = HCV core protein dimerization inhibition; TR-FRET GST/Flag-core106 dimerization, 1536-well; inhibition, % at 5 µM; actives 0.33% (n = 300,000); AID 1899;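 active means inhibition above the mean of all tested compounds plus 3 SD, set per screening campaign, cut at about 45% in these data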
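System: GST-tagged and Flag-tagged HCV core protein residues 1-106 / Input: core106 proteins, GST 13.5 nM and Flag 17 nM / Buffer or medium: KF-containing HEPES buffer, pH 7.45, DTT, CHAPS, BSA / Probe or stimulus: Eu-anti-GST and XL665-anti-Flag labelled anti-tag antibodies / Schedule: 4 h, 22.5 °C incubation / Technique: TR-FRET 671 and 617 nm emission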
CR mimetic SO = yeast age-related superoxide inhibition as caloric restriction mimetic; S. cerevisiae aged cells, superoxide DHE fluorescence; active compounds read low; superoxide response (% of plate mean), % at 10 µM; actives 0.18% (n = 330,000);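 active means superoxide response under a set limit, about three screen SD below normal, cut at about 65% in these data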;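 further: yeast aged for seven days with compound at 30 °C before DHE staining; 100% = average MFI of all compound-treated wells on the plate with controls excluded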
Starred values were filed as active, the others as inactive; i = inactive; · = no result given; & = joins results of further samples. Rows were taken by chance. Share with any hit: about 3.1%.

SMILES	ZTA DNA inh	EBNA-1 inh	GASC-1 inh	PP1 counter	PP5 primary	TPT1 inh	CTSL1 counter	HCV core dimer	CR mimetic SO
O=C(NC1CCCCC1)C(c1cccs1)N(C(=O)Cc1c[nH]c2ccccc12)c1ccc(F)cc1 (configuration not stated)	-3	-3	0	13	2.8	-2	0	22	103
Cc1ccccc1C(=O)NC(=S)NCCc1ccccc1	4	-7	-34	6	4.9	-1	-4	3	102
Cc1ccc(-c2cc(C(=O)Nc3cnn(C(C)C)c3)no2)cc1	-11	-12	-4	4	2.9	1	0	2	108
CCC1CCCCN1c1nc(-c2ccncc2)nc2ccccc12 (configuration not stated)	-3	-6	-4	3	3.3	2	3	4	99
O=C(COC(=O)Cc1cccc(C(F)(F)F)c1)Nc1ccc2[nH]c(=O)[nH]c2c1	0	-7	-22	-2	0.5	2	-4	-3	106
Cc1c(C(=O)Nc2ccc(C(=O)Nc3ccccc3)cc2)cccc1[N+](=O)[O-]	1	-3	-1	-2	1.7	3	1	10	112
COc1ccc(/C=N/NS(=O)(=O)c2ccc(C)cc2)cc1	10	-2	-4	-2	1.9	-6	0	-1	104
O=C(c1ccccc1-c1ccccc1)N1CCOCC1	11	1	-43	0	-1.8	2	6	2	98
CCc1cccc(CC)c1NC(=O)c1ccc(-n2cncn2)nc1	-11	8	-3	-1	-4.5	0	-1	0	83
COc1ccc(N(CC(=O)Nc2cc(OC)ccc2OC)S(=O)(=O)c2c(C)nn(C)c2C)cc1	-16	-1	17	-3	2.4	-1	5	-2	91
Cc1ccc(NC(=O)COc2ccc3c(c2)OCO3)c(C)c1	13	·	-2	1	0.3	·	·	·	113
O=C(Nc1ccc(O)c(-c2nc3ccccc3o2)c1)C1(c2ccc(Br)cc2)CCCC1	-19	5	87	0	-0.7	0	-1	-3	95
CCCCCCn1c(=O)c(C(=O)N/N=C/c2cccc(F)c2)c(O)c2ccccc21	-15	-6	-6	-6	0.1	4	-5	-11	108
CC(=O)N(c1ccccc1)c1nc(/C=C/C(=O)O)cs1	-7	-5	5	-4	-0.9	1	5	-3	105
COc1ccc(C(NC(=O)CN2CCCCCC2)c2ccc(OC)cc2)cc1	-11	-5	-5	5	1.0	-4	5	0	99
O=C(Nc1ccc2nc3n(c(=O)c2c1)CCCCC3)c1ccccn1	8	13	5	1	2.2	-2	3	1	105
CC(C)(C)CC(=O)NC(=S)NCc1ccco1	3	-10	-15	1	0.5	0	7	0	79
NNC(=O)Cc1csc(-c2ccccc2)n1	-3	-8	-7	-6	-0.8	-1	-3	-3	102
Cc1ccc(-n2nnnc2-c2cnoc2-c2cccc(F)c2)cc1	-6	-7	4	-5	2.7	0	-1	3	114
CC(C)Cn1c(N)cc(=O)n(C)c1=O	9	-8	0	-3	-2.6	3	-5	-4	89

Single records, as listed above. Order of screens: ZTA DNA inh	EBNA-1 inh	GASC-1 inh	PP1 counter	PP5 primary	TPT1 inh	CTSL1 counter	HCV core dimer	CR mimetic SO
NNC(=O)Cc1csc(-c2ccccc2)n1 is listed as -3	-8	-7	-6	-0.8	-1	-3	-3	102
O=C(NC1CCCCC1)C(c1cccs1)N(C(=O)Cc1c[nH]c2ccccc12)c1ccc(F)cc1 (configuration not stated) is listed as -3	-3	0	13	2.8	-2	0	22	103
Cc1ccc(-c2cc(C(=O)Nc3cnn(C(C)C)c3)no2)cc1 is listed as -11	-12	-4	4	2.9	1	0	2	108
Cc1ccc(NC(=O)COc2ccc3c(c2)OCO3)c(C)c1 is listed as 13	·	-2	1	0.3	·	·	·	113

Going on with the list.
SMILES	ZTA DNA inh	EBNA-1 inh	GASC-1 inh	PP1 counter	PP5 primary	TPT1 inh	CTSL1 counter	HCV core dimer	CR mimetic SO
COc1ccc(C2C(C#N)=C(N)Oc3n[nH]c(C)c32)cc1Cn1cc([N+](=O)[O-])cn1 (configuration not stated)	-11	-1	-6	2	1.0	-1	5	24	113
CSc1nnc2n(Cc3ccccc3)c(=O)c3c4c(sc3n12)COC(C(C)C)C4 (configuration not stated)	-1	3	-1	0	1.6	-5	-2	-3	113
COc1ccc(C(=O)NC(=S)Nc2ccc(CN3CCOCC3)cc2)cc1	4	-12	10	-1	0.1	3	-9	-1	97
Cc1cc(C)n(CCN(C)Cc2nc(Cc3ccccc3F)no2)n1	17	0	16	-3	0.3	-2	-1	2	101
Cc1cccc(OCC(=O)Oc2ccc(Cl)cc2)c1	4	-6	0	-4	-0.7	1	-5	0	112
Cc1cc(C)c(C#N)c(N2CCN(c3ccc(F)cc3)CC2)n1	13	2	6	3	-0.6	-4	3	10	98
N#CCn1cnc2sc(-c3ccccc3)cc2c1=O	7	2	-3	0	-0.9	2	-4	38	97
O=C(NCc1ccco1)/C(=C/c1ccccc1)NC(=O)c1ccco1	-6	-2	0	2	0.6	-3	5	-20	81
COc1ccc(-c2nnc(SCC(N)=O)n2N)cc1	-7	2	24	-2	3.0	-2	-5	-3	86
CC(=O)Nc1ccc(NC(=O)COc2ccc3c(c2)CCC3)cc1	20	7	-4	-4	-1.6	1	7	4	89
Nc1nnc(SCC(=O)c2ccc3ccccc3c2)s1	10	-7	2	-1	3.1	-1	0	25	99
CCOC(=O)C1CCCN(C(=O)c2cc(S(=O)(=O)N3CCCCC3)c[nH]2)C1 (configuration not stated)	-18	-19	5	-1	2.0	2	-2	1	100
COc1ccccc1OCc1cc(C(=O)N2CCCC(OCc3cccnc3)C2)no1 (configuration not stated)	-7	-7	-12	-1	2.7	-3	0	10	110
COc1ccc(Cl)cc1NC(=S)NCCCN1CCCC1=O	8	-13	-5	1	-1.5	0	-3	3	106
COc1ccc(NC(=O)CCNC(C)=O)cc1NS(=O)(=O)c1ccc(F)cc1	-13	-7	-8	-4	-0.3	7	-1	11	85
CC(=O)c1ccc2c(c1)c1ccccc1n2CC(C)C	4	-2	5	4	2.3	-4	5	6	101
O=S(=O)(NCc1ccccc1)c1ccc(Cl)cc1	14	2	4	-2	-0.3	1	1	-2	102
CCOc1ccccc1NC(=O)CNC(=O)CNC(=O)Cc1ccccc1	2	-2	1	-1	3.1	-2	-3	-9	109
COCCNC(=O)/C(C#N)=C/c1c(N2CC(C)OC(C)C2)nc2ccccn2c1=O (configuration not stated)	7	3	11	3	-1.1	2	6	1	101
CC(C)CN(C(=O)c1cccc(S(=O)(=O)N2CCN(C)CC2)c1)C1CCS(=O)(=O)C1 (configuration not stated)	5	2	-6	-9	-3.0	0	8	4	104
O=C(Nc1ccccc1Cl)NC1(C(=O)N2CCCCC2)CCCCC1	-10	-3	1	0	3.9	-3	-3	-7	84
COc1ccc(Cl)cc1NC(=O)CNc1ccccc1F	18	5	9	2	0.8	0	0	1	82
Cc1nnc(NC(=O)CSc2nnc3ncccn23)s1	-4	-5	4	-3	0.1	-4	-1	-1	97
CCOCC(=O)Nc1ccc([N+](=O)[O-])cc1OC	15	3	-8	-2	3.7	36*	0	-1	120
NC(=O)c1cc(Cl)ccc1OCC(=O)N1CCCc2ccccc21	10	8	4	-1	-0.7	2	3	6	99
CCOc1nc(NCCN2CCOCC2)nc(Nc2ccc(C)cc2)n1	-2	0	-3	0	2.6	-3	1	-2	95
O=C(NC1CCCCC1)C1CC=CCC1C(=O)OCC(Cl)=C(Cl)Cl (configuration not stated)	-6	-3	1	-1	-0.2	2	-5	-4	99
CCC1(c2ccc(F)cc2)NC(=O)N(CC(=O)N2CCN(S(=O)(=O)c3ccc(Cl)cc3)CC2)C1=O (configuration not stated)	-10	10	6	-4	1.4	2	-1	5	92
CCn1cc(CN(C)S(=O)(=O)c2cccc([N+](=O)[O-])c2)cn1	4	-2	-14	-4	0.2	-4	-2	11	134
CC(C)n1cnnc1SCC(=O)NNC(=O)COc1ccc(Cl)cc1	-2	3	-4	0	0.4	-3	-6	-8	101
COCCNC(=O)C(c1ccc(C)o1)N(CCOC)C(=O)Cn1nnc2ccccc21 (configuration not stated)	-13	-7	14	3	3.8	-5	0	-6	102
CN/C(=C/[N+](=O)[O-])NCCSCc1csc(CN(C)C)n1	5	7	·	-4	0.8	-9	3	-3	93
O=C(CN1C(=O)CSc2ncccc21)NCCN1CCOCC1	-3	8	2	-8	-2.4	-5	1	1	100
Cc1ccc(S(=O)(=O)N2CCN(C)CC2)c(C)c1	16	8	0	-2	1.5	-2	0	-3	97
COc1cc(C(=O)Oc2ccc(C(=S)N3CCOCC3)cc2)cc(OC)c1OC	10	2	i	-2	3.5	0	5	-1	98
COC(=O)c1sc(-c2cccs2)cc1N	-3	5	-4	-7	-1.7	-2	-2	2	93
CNC(=S)NNS(=O)(=O)c1ccc(OC)cc1OC	0	-5	52	-5	1.8	-9	0	2	108
Cc1ccc(/C=C/C(=O)OCC(=O)NC(C)C)o1	-11	-3	36	-1	3.0	-4	2	-7	107
CC(=O)Nc1nc(-c2ccc([N+](=O)[O-])cc2)cs1	8	-5	91	-2	-1.1	1	-6	0	93
Cc1nn(C)c(C)c1NC(=O)CSc1nc(-c2ccccc2Cl)nc2c1cnn2-c1ccccc1	28	17	-38	16*	0.2	-1	0	32	89
O=C(NCc1ccco1)c1ccc2c(c1)C(=O)N(Cc1ccccc1)C2=O	-5	2	4	0	-0.8	1	3	3	111
O=C(Nc1ccccc1-c1ccccc1)c1ccc(Cl)c([N+](=O)[O-])c1	-11	-9	0	3	2.8	-5	-1	-7	95
Cc1nn(Cc2cccc(C(=O)NCC(C)C)c2)c(C)c1Br	1	5	-10	-3	-0.7	-2	-14	3	110
O=C(NCC1CCCCC1)c1ccc(F)cc1Cl	-9	-5	12	1	-0.1	-4	-5	-4	99
COc1ccccc1CN1CCNC(=O)C1CC(=O)NCCC1=CCCCC1 (configuration not stated)	-8	-3	3	11	1.5	0	6	1	118
O=C(NC1CC2CCC(C1)N2Cc1nnnn1Cc1ccco1)NC12CC3CC(CC(C3)C1)C2 (configuration not stated)	4	-10	58&-6	0	-3.1	3	0	5	120
Cc1cnc(NC(=O)C2CCC(C(C)(C)C)CC2)s1 (configuration not stated)	-14	-7	9	-3	-1.2	6	7	1	112
CCN(CC(O)COc1ccc(OCC(O)CN(CC)C2CCCCC2)cc1)C1CCCCC1 (configuration not stated)	-15	-4	-14	-4	-1.8	-3	-1	-1	98
CCC(=NCCc1ccc(OC)c(OC)c1)C1=C(O)CC(C)(C)CC1=O	3	-6	-2	-5	1.8	-2	-2	13	105
COc1ccc(CCNC(=O)c2cc3c(=O)n4ccccc4nc3n(C3CCCCC3)c2=N)cc1OC	1	-4	-5	0	1.3	-1	-2	6	99
C=CCN(CC=C)C(=O)c1cc2ccccc2c(=O)o1	4	1	2	0	1.0	0	1	-3	97
C/C(=N\NC(=O)CC#N)c1cc2ccccc2oc1=O	-2	-4	1	-5	1.7	-1	-5	-5	94
O=C(Nc1ccc(F)cc1)c1ccc(=O)[nH]n1	-4	-7	-3	-3	-2.1	0	-1	-9	104
CCN(c1ccccc1)S(=O)(=O)c1nnc(NC(=O)c2ccccc2OC)s1	12	4	-8	-2	1.1	1	-5	5	110
COc1ccccc1NC(=O)Nc1nc(CC(=O)N2CCN(c3ccccc3F)CC2)cs1	0	-2	0	3	4.2	4	3	7	88
O=C(CSc1ccc([N+](=O)[O-])cn1)Nc1ccc(N2CCOCC2)cc1	12	-8	-7	-2	-1.9	0	0	-4	109
CCCn1nnnc1NC(=O)COc1ccc(Br)cc1	8	-3	-5	9	1.6	3	1	-4	89
Cc1cc(NC(=O)CSc2ncccn2)no1	-13	-6	-19	-2	1.2	-1	-2	2	98
c1ccc2nc3ccccc3nc2c1	-2	-4	2	-2	-0.9	0	2	-13	64*
COc1ccc(C(=O)Nc2ccc3c(c2)nc(CN2CCCC2)n3C)cc1	-11	11	1	-1	-2.8	-1	10	-2	104
